MCF10A rereplic = A quantitative high throughput screen for small molecules that induce DNA re-replication in MCF 10a normal breast cells. actives 2.9% (n = 350,000). AID 624296, 2012. Potency, µM (top dose mostly 46.1 µM), inactives show at the top dose activity, positive = re-replication, hits mostly activators. MCF 10A DNA re-replication, Hoechst nuclear intensity, 48 h; also: potency is read from the fitted curve at half-maximal effect; % of control where 0% means no effect; nearly all actives have a fitted effect of over 50% in size
ATXN2 expr inh = Primary qHTS for Inhibitors of ATXN expression; HEK-293 ATXN2-luciferase reporter, luminescence, 24 h; Potency, µM (highest dose often 57 µM), for the others: at the top dose activity change, negative = inhibition, usual class: inhibitors; actives 0.72% (n = 360,000); also: potency is read from the fitted curve at half-maximal effect; % is scaled to controls: 0 for no effect and ±100 for the full control effect; nearly all actives have a fitted effect of over 55% in size
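ATXN2-luciferase reporter cells (luciferase flanked by upstream and downstream ATXN2 gene portions) were treated 24 h at 37 °C with compounds at up to 57 uM. SteadyGlo luminescence gave expression; GF-AFC fluorescence gave viability.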
SW480 rerep = A quantitative high throughput screen for small molecules that induce DNA re-replication in SW480 colon adenocarcinoma cells; actives 1.8% (n = 340,000); SW480 DNA re-replication, Hoechst DNA content imaging, 48 h; Potency, µM (titrated, usually from 46.1 µM), for inactives: at the top dose re-replication activation, hits mostly activators; AID 624297, 2012; also: potency is read from the fitted curve at half-maximal effect; % of control where 0% means no effect; nearly all actives have a fitted effect of over 55% in size
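Hoechst fluorescence of nuclei (405 nm excitation, 500-530 nm emission) measured by plate-scanning imager after 48 hr compound exposure at 37 C; re-replication scored as increased number of nuclei with elevated intensity.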
IL1B secr inh = qHTS for Inhibitors of Inflammasome Signaling: IL-1-beta AlphaLISA Primary Screen; THP-1 LPS/ATP IL-1B secretion, AlphaLISA, 16 h; active compounds read low; activity change, % at 57.5 µM; actives 4.7% (n = 360,000); in the data active = activity change below about -50%; inconclusive = mostly about -30% to -49%; also: % is scaled to controls: 0 for no effect and ±100 for the full control effect
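THP-1 cells pretreated 1 hr with compounds (up to 57.5 uM final), then stimulated with LPS (250 ng/mL final) plus ATP (1.25 mM final); secreted IL-1B measured by AlphaLISA after 16 hr, decreased signal indicating inhibition.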
HT1080 IDH1KD tx = qHTS for induction of synthetic lethality in tumor cells producing 2HG: qHTS for the HT-1080-IDH1KD cell line; HT-1080 IDH1 knockdown viability, ATP luminescence, 48 h; AID 686971, 2013; actives 2% (n = 360,000); Potency, µM (highest dose often 46.1 µM), without a hit: at the highest dose activity, negative = toxicity, usual class: cytotoxic;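 also: potency is read from the fitted curve at half-maximal effect; 0% = DMSO wells and -100% = cell-free medium wells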
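HT-1080-IDH1KD cells (IDH1 knocked down), 750/well in RPMI with 5% FBS, treated with compound 48 h at 37 degrees C. Viability by CellTiter-Glo luminescence, normalised to DMSO and no-cell wells; concentration-response curves classed.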
HT1080-NT tox = qHTS for induction of synthetic lethality in tumor cells producing 2HG: qHTS for the HT-1080-NT fibrosarcoma cell line; Potency, µM (top dose mostly 46.1 µM), for inactives: top-dose activity, negative = less viability, most hits filed as cytotoxic; actives 1.6% (n = 360,000); AID 686970, 2013; HT-1080-NT fibrosarcoma viability, CellTiter-Glo ATP luminescence, 48 h;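 also: NT is the 2HG producing partner of a matched IDH1 knockdown line; potency is read from the fitted curve at half-maximal effect; 0% = DMSO-treated cells and -100% = media-only wells without cells; nearly all actives have a fitted effect of over 55% in size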
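Read-out is CellTiter-Glo luminescence after 10 minutes at room temperature, following 48 hours' compound treatment of HT-1080-NT cells (750 cells/well, RPMI, 5% FBS, 37 degrees C).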
ATXN viability = Viability Counterscreen for Primary qHTS for Inhibitors of ATXN expression | actives 0.49% (n = 400,000) | Potency, µM (titrated, usually from 56.7 µM), hits mostly cytotoxic | S2 cells (HEK-293 line with an ATXN2-luciferase reporter) viability, CellTiter-Fluor protease fluorescence, 24 h; also: potency is read from the fitted curve at half-maximal effect; nearly all actives have a fitted effect of over 40% in size
KB-3-1 cytotox = qHTS assay for MDR1-selective chemotherapeutics: Primary screen using the parental adenocarcinoma cell KB-3-1 | actives 1.4% (n = 400,000) | KB-3-1 viability, CellTiter-Glo ATP luminescence, 72 h | Potency, µM (series often up to 46.1 µM), without a hit: at the top dose activity change, negative = cytotoxic, actives largely listed as cytotoxic; also: potency is read from the fitted curve at half-maximal effect; % is scaled to controls: 0 for no effect and ±100 for the full control effect; nearly all actives have a fitted effect of over 60% in size
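Here the drug-naive KB-3-1 line serves as comparator for MDR sub-line selectivity; cells received compound titrations, 72 h at 37 °C, then CellTiter-Glo readout.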
KB-V1 MDR tox = qHTS assay for MDR1-selective chemotherapeutics: Primary screen using the drug-selected MDR subline cells KB-V1; KB-V1 MDR cells viability, CellTiter-Glo, 72 h; Potency, µM (series often up to 46.1 µM), without a hit: at the highest dose activity change, negative = cytotoxicity, actives largely listed as cytotoxic; actives 3.4% (n = 400,000); also: potency is read from the fitted curve at half-maximal effect; % is scaled to controls: 0 for no effect and ±100 for the full control effect; nearly all actives have a fitted effect of over 60% in size
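Cells of the MDR subline KB-V1 are plated, dosed with compound at multiple concentrations, and incubated 72 h at 37 degrees C; CellTiter-Glo is then added and luminescence read after 10 min.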
Starred values were filed as active, the others as inactive; i = inactive; ? = inconclusive; nt = not tested or not shown; [ ] = another dose, or the depositor's remark. Unless noted, calls follow the shape of the dose curve; as a rule, active = well fitted curve in the direction sought with a large enough effect; inconclusive = small, poorly fitted or top-dose-only effect, or another doubt; inactive = no such curve, though single readings can be large; an effect the other way counts as inactive or inconclusive.

SMILES	MCF10A rereplic	ATXN2 expr inh	SW480 rerep	IL1B secr inh	HT1080 IDH1KD tx	HT1080-NT tox	ATXN viability	KB-3-1 cytotox	KB-V1 MDR tox
O=C(c1cccs1)N1CCN(c2ncc(Br)cn2)CC1	9%	nt	-8%	-12	4%	17%	i	4%	-24%
O=C(O)c1ccc(N2C(=O)CC(N3CCN(c4cccc(Cl)c4)CC3)C2=O)cc1 (stereo not given)	0%	nt	-14%	18	7%	15%	i	4%	14%
CCCCC(=O)N(CCOC)c1nnc(-c2ccc(OC)cc2)s1	-2%	0%	-2%[9.22 µM]	-26	16%	18%	i	4%	2%
COc1cccc(NC(=S)/C(=C(\[O-])c2ccc(C)c([N+](=O)[O-])c2)[n+]2ccccc2)c1	6%	10%	10%	-15	-6%	-6%	i	-1%	3%
COC(=O)C(C)Oc1ccc2c(c1)O/C(=C\c1ccco1)C2=O (stereo not given)	13%	9%	25%	34	2%	-2%	i	-4%	27%
NC(=S)N/N=C/c1coc2c(ccc3ccccc32)c1=O	-4%	3%	16%	1	6%	3%	i	6.5µM*	5.2µM*
Cc1ccc(-c2ccnc3c(Cl)c(C)nn23)cc1	15%	1%	-1%	4	22%	18%	i	3%	-22%
O=C(O)c1c2c(nc3ccccc13)/C(=C/c1cccc([N+](=O)[O-])c1)CCC2	?	3%	-3%	7	4%	6%	i	?	4%
O=C1c2ccccc2C(=O)N1C1(C(=O)NC2(C(=O)O)CCCC2)CCCC1	0%	5%	2%	7	9%	-8%	i	25%	9%
O=C(Oc1ccc2ccc(OC(=O)N3CCOCC3)cc2c1)N1CCOCC1	-7%	15%	-3%	0	-8%	4%	i	1%	-1%
C=CCn1c(-c2cccn(Cc3ccc(Cl)cc3)c2=O)n[nH]c1=S	0%	-7%	-2%	2	?	?	i	-22%	?
COc1ccc(N2CCN(c3cnc4ccccc4n3)CC2)cc1	?	-2%	130%	-15	7%	-2%	i	-11%	-15%
COc1ccccc1C(C(C(=O)c1ccccc1)N1CCOCC1)N1CCOCC1 (stereo not given)	-24%	-2%	-8%	8	17%	16%	i	5%	15%
COc1ccc(C2OC(=O)c3ccccc3S2)cc1 (stereo not given)	0%	1%	-5%	-6	?	?	i	0%	-25%
CC(C)(C)S(=O)(=O)c1ccsc1C(=O)O	7%	15%	-4%	18	3%	7%	i	3%	?
COc1cc2c(c(Br)c1N)-c1cc(Br)c(N)cc1C2=O	nt	nt	nt	21	?	?	i	-2%	-20%
Cc1ccccc1C(=O)Nc1cc(S(=O)(=O)N2CCCCC2)ccc1N1CCN(C)CC1	-13%	-18%	13%	-27	-4%	?	i	?	?
Cc1ccc(OCc2ccc(C(=O)NCC3CCCO3)cc2)cc1C (stereo not given)	1%	nt	-8%	3	-1%	-4%	?	-18%	-6%
CC1CCCN(C(=O)COC(=O)Cc2c(F)cccc2Cl)C1 (stereo not given)	0%	36%	21%	-1	1%	13%	i	-2%	1%
CCN(CCCNC(=O)CC1Oc2ccc(C)cc2NC1=O)Cc1ccccc1 (stereo not given)	?	0%	?	13	4%	0%	i	1%	3%

Reformatted as a markdown table: part of the list above
| SMILES | MCF10A rereplic | ATXN2 expr inh | SW480 rerep | IL1B secr inh | HT1080 IDH1KD tx | HT1080-NT tox | ATXN viability | KB-3-1 cytotox | KB-V1 MDR tox |
| --- | --- | --- | --- | --- | --- | --- | --- | --- | --- |
| CC(C)(C)S(=O)(=O)c1ccsc1C(=O)O | 7% | 15% | -4% | 18 | 3% | 7% | i | 3% | ? |
| COc1cc2c(c(Br)c1N)-c1cc(Br)c(N)cc1C2=O | nt | nt | nt | 21 | ? | ? | i | -2% | -20% |

Other entries
SMILES	MCF10A rereplic	ATXN2 expr inh	SW480 rerep	IL1B secr inh	HT1080 IDH1KD tx	HT1080-NT tox	ATXN viability	KB-3-1 cytotox	KB-V1 MDR tox
O=C(COC(=O)c1ccc(S(=O)(=O)NCc2ccco2)cc1)c1ccccc1	7%	-12%	-1%	18	9%	10%	i	12%	24%
Cn1c(=O)[nH]c(=O)c2c1nc(N1CCNCC1)n2Cc1ccccc1Cl	2.9µM*	-28%	-38%[inhibitor]	5	-8%	0%	?	0%	29%
NCCOc1ccc(C23CC4CC(CC(C4)C2)C3)cc1	4.1µM*	?	-12%	-81*	?	1%	?	?	?
C/C=C/C=N/Nc1nc(-c2ccc([N+](=O)[O-])cc2)cs1	0%	-14%	2%	-25	-11%	-9%	i	-10%	1%
Cc1ccc(C(=O)NN2C(=O)c3ccc(S(=O)(=O)c4ccc(C(=O)O)cc4)cc3C2=O)cc1	23%	0%	?	16	11%	14%	i	-3%	2%
CCOC(=O)c1sc2nc(C)nc(Nc3ccc(OC)cc3)c2c1C	?	-26%	16%	23	9%	10%	i	2%	-18%
c1ccc(Oc2cc(-n3cncn3)ncn2)cc1	-3%	14%	-366%[inhibitor]	10	4%	11%	?	9%	-1%
CCCCNC(=O)C(=O)NCC1CCCN1S(=O)(=O)c1cccs1 (stereo not given)	0%	-3%	1%	7	-1%	0%	?	-1%	-30%
O=C(COc1cc2oc(=O)c3c(c2cc1Cl)CCC3)Nc1ccccn1	1%	20%	-44%	-5	3%	9%	i	8%	35%
Cc1[nH]c2ccccc2c1C(c1ccncc1)N1CCN(c2ccccc2F)CC1 (stereo not given)	5%	6%	6%	63	-14%	-4%	i	-5%	14%
CC(=O)OCC(OC(C)=O)C(OC(C)=O)C(OC(C)=O)C(=O)Nc1cccc(C)c1 (stereo not given)	10%	-21%	-6%	9	24%	22%	?	?	18%
COc1ccc(/C=N/NC(=O)Cn2nnc3ccccc32)cc1OC	-4%	-11%	29%	15	5%	-1%	i	3%	?
CSc1ccccc1C(=O)Nc1cc(C)ccc1C	5%	nt	-9%	0	-1%	6%	i	-2%	23%
CCOC(=O)CN1C2=NCCCN2c2ccccc21	-1%	-15%[11.3 µM]	-2%	-3	14%	26%	i	10%	-2%
COc1ccc(OC)c(Cc2nnc(CCC(=O)NC3C4CC5CC(C4)CC3C5)o2)c1 (stereo not given)	2%	13%	0%	5	3%	-1%	i	-1%	0%
O=C(CS(=O)c1ccc(Br)cc1)N1CCOCC1 (stereo not given)	-1%	nt	-39%	2	13%	5%	i	1%	0%
COc1ccc(C(=O)NC2CC2)cc1OC1CCN(Cc2ccccc2F)CC1	0%	2%	-7%	-12	8%	7%	i	nt	nt
O=C(CCCCCn1c(=S)[nH]c2cc3c(cc2c1=O)OCO3)NCCc1ccccc1	1%	nt	0%	34	8%	5%	i	-14%	5%
O=C(Nc1ccccc1)OCCOc1ccccc1	-10%	83%[activator]	8%	-8	-24%	2%	i	?	?
COCCNC(=O)CN(C(=O)CCC(=O)Nc1cc(C)on1)c1ccc(C)cc1C	2%	-8%	-3%	22	-2%	0%	i	1%	-1%

IL1B secr inh: entries above that show a hit.
compound,SW480 rerep,IL1B secr inh
NCCOc1ccc(C23CC4CC(CC(C4)C2)C3)cc1,-12%,-81*

Other structures follow.
SMILES	MCF10A rereplic	ATXN2 expr inh	SW480 rerep	IL1B secr inh	HT1080 IDH1KD tx	HT1080-NT tox	ATXN viability	KB-3-1 cytotox	KB-V1 MDR tox
Cc1cccc(Cn2c(CN3CCC(C(=O)NCc4ccccc4Cl)CC3)cc3ccccc32)c1	nt	3%	nt	nt	nt	nt	i	-2%	5%
CC(NC(=O)Nc1cccc([N+](=O)[O-])c1)c1ccc2c(c1)OCO2 (stereo not given)	-6%	?	-1%	32	-12%	-2%	i	-11%	-4%
CC(CCc1ccccc1)NS(=O)(=O)c1ccccc1Cl (stereo not given)	8%	-9%	-14%	6	-11%	-2%	i	-9%	-9%
CC(C)CC(OC(=O)c1nsc(Cl)c1Cl)C(=O)NCC1CCCO1 (stereo not given)	-1%	2%	-2%	16	6%	18%	i	1%	17%
CN(C(=O)CSc1nc2ccccc2[nH]1)c1ccc(F)cc1	nt	30%	nt	nt	nt	nt	i	-3%	8%
CC(=O)N1CCN(c2cc(N3CCc4ccccc4C3)c(F)cc2[N+](=O)[O-])CC1	?	?	-4%	?	?	?	?	-3%	18µM*
O=C(CN1CCN(Cc2ccccc2)CC1)Nc1ccc2c(c1)CCC2	-4%	-1%	1%	-86*	-17%	-5%	nt	?	?
COC(=O)[C@]12CCCCC=C1N(Cc1ccco1)C(=O)[C@H](CC(=O)N1CCSCC1)C2	nt	-5%	nt	-6	5%	-4%	i	13%	0%
Cc1ccc(/C=C/C(=O)O)cc1S(=O)(=O)NCCO	-5%	-2%	-4%	9	5%	-1%	i	0%	14%
COCCCNC(=O)Cn1cnc2sc(C)c(S(=O)(=O)N3CCC(C)CC3)c2c1=O	nt	11%	nt	nt	nt	nt	i	10%	9%
Cc1cccc(Sc2c([N+](=O)[O-])ncn2C)n1	3%	17%	-7%	0	2%	-1%	i	13%	2%
O=C(CCC(=O)N/N=C/c1c[nH]c2ccccc12)NCc1ccccc1	11%	2%	-700%[inhibitor]	23	?	0%	i	-2%	-16%
Cc1cccc(CN2CCC(C(=O)Nc3cccc(-c4cccc(F)c4)c3)CC2)n1	?	?	?	?	?	?	i	0%	-19%
CCC(C)n1nccc1NC(=O)C(C)OC(=O)c1cc2ccccc2[nH]1 (stereo not given)	0%	-3%	-2%	31	-20%	-3%	i	-13%	-26%
CCOC(=O)c1ccc(COc2ccc(C(C)C)cc2)o1	?	25%	-31%[inhibitor]	5	6%	18%	i	7%	0%
c1ccc(Cc2nn3c(C4COc5ccccc5O4)nnc3s2)cc1 (stereo not given)	-1%	13%	-4%	?	3%	-6%	i	5%	-13%
